LYP inhibition: inhibitors of LYP phosphatase, biochemical, fluorescence intensity, uHTS (AID 1779); actives 0.054% (n = 290,000); inhibition, % at 11.5 µM, or IC50 in µM where a hit was titrated; recombinant LYP phosphatase, fluorescence intensity; higher % means a stronger effect;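 further: plate controls were vehicle with enzyme for no effect and no enzyme for full effect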
HIV fusion peptide: inhibitors of HIV fusion peptide binding, primary screen, biochemical, uHTS, fluorescence dequenching (AID 1986); cell-free peptide binding, fluorescence dequenching, 30 min; higher % means a stronger effect; inhibition, % at 20 µM; hits with a dose series show IC50 in µM; actives 0.3% (n = 290,000); in the data active means inhibition mostly above about 52%, no sharp cut-off; inactive means mostly below about 76%; further: some results filed as inactive read as strong as hits
HEK293 NOD2/NF-kB: inhibition of NOD2-driven NF-kB reporter – cell-based, luminescence, uHTS, HEK293 (AID 1566) | HEK293 NOD2/NF-kB luciferase reporter, luminescence; higher % means a stronger effect | inhibition, % at 4 µM; hits with a dose series show EC50 in µM | actives 0.63% (n = 290,000); further: many of its hits are not listed in these tables
PhoP inhibition: inhibitors of PhoP regulon expression, primary screen, Salmonella Typhimurium, GFP reporter (AID 1863); S. Typhimurium PhoP-regulated promoter GFP reporter, 4 h; higher % means a stronger effect; inhibition, % at 50 µM; hits with a dose series show IC50 in µM; actives 0.16% (n = 300,000);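 active means inhibition over 29.93%, a cutoff 3 SD above the screen mean, later confirmed by dose response; inconclusive means inhibition over 29.93% but no dose response follow-up; inactive means inhibition at most 29.93% or unconfirmed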;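 further: 0% = low Mg2+ inducing control and 100% = high Mg2+ repressing control; strong numbers were not always called active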
KOR beta-arrestin-1: KOR antagonists, beta-arrestin recruitment, cell-based, luminescence, uHTS (AID 1778) | inhibition, % at 10 µM, or IC50 in µM where a hit was titrated | KOR beta-arrestin recruitment, luminescence, antagonist mode; higher % means a stronger effect | actives 0.091% (n = 290,000); further: strong numbers were not always called active
Myeloid diff MLP: myeloid differentiation induction | ER-HoxA9 myeloid progenitors, lysozyme-GFP differentiation, flow cytometry | calls only at 10 µM | actives 1% (n = 360,000) | AID 624256;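 active means normalized GFP-positive differentiation at or above the plate's own cutoff, the solvent-only control mean plus 3 SD; inconclusive means no clear call, values can overlap the other calls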;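 further: cells exposed to compound for four days before flow analysis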
Siah-1 displacement: blockers of Siah-1 interaction with plectin peptide – biochemical, fluorescence polarization, rhodamine-plectin, uHTS, primary screen (AID 1817) | Siah-1 / rhodamine-plectin peptide fluorescence polarization; higher % means a stronger effect | one-dose displacement, % at 20 µM; IC50 in µM for titrated hits | actives 0.02% (n = 290,000);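 active means displacement of at least 50% at 20 µM, with a fluorescence ratio check between 0.3 and a set limit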;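 further: plate controls were Siah plus tracer with DMSO for no effect and tracer alone without Siah for full effect; strong numbers were not always called active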
NOD1 inhibition: inhibition of NOD1-driven NF-kB reporter – cell-based, luminescence, uHTS, primary screen (AID 1578). NOD1-driven NF-kB luciferase reporter cells, luminescence; higher % means a stronger effect. inhibition, % at 4 µM; hits with a dose series show EC50 in µM. actives 1% (n = 290,000); in the data active means inhibition mostly above about 36%, no sharp cut-off; inactive means mostly below about 34%;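 further: HEK-293T reporter cells stimulated with the NOD1 agonist gamma-tri-DAP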
KOR beta-arrestin-2: kappa opioid receptor activators – cell-based, luminescence, uHTS, primary screen (AID 1777). KOR beta-arrestin recruitment, luminescence; higher % means a stronger effect. one-dose activation, % at 10 µM; EC50 in µM for titrated hits. actives 0.02% (n = 280,000); in the data active means activation above about 50%, passing the limit was not always enough; further: a part of the inactive calls stands beside numbers as strong as those of hits
Myeloid diff MLP GFP+ MAC1+ %: second read-out of Myeloid diff MLP, no call of its own (marks repeat the call); GFP+ MAC1+ double positive, %; measured here: differentiation confirmed by MAC1 staining
* = called active by the depositor; i = inactive; ? = inconclusive; . = not tested or not shown; + = active, no number; [ ] = remark or other dose. Unless noted, no stated cut-off is given here; in the data, active means inhibition above about 50%; inactive means the rest. Not all compounds are listed (hit frequency here may not be typical).

SMILES,LYP inhibition,HIV fusion peptide,HEK293 NOD2/NF-kB,PhoP inhibition,KOR beta-arrestin-1,Myeloid diff MLP,Myeloid diff MLP GFP+ MAC1+ %,Siah-1 displacement,NOD1 inhibition,KOR beta-arrestin-2
Cc1cc(C(=O)OCn2nnc3ccccc3c2=O)c(C)n1-c1ccccc1,-1%,-0.4%,-7%,-12%,-30%,i,2.1,-1%,8%,10%
COc1ccc(CN2CCNC(=O)C2CC(=O)N(C)CCC2CCOCC2)c(OC)c1 (stereo not given),-7%,-1.3%,-10%,2%,-22%,i,2.5,0%,17%,-0.7%
CC(C)(C)NC(=O)C1CCC(CNS(=O)(=O)c2cccc3nsnc23)CC1 (stereo not given),-10%,0.0%,15%,-4%,6%,i,1.1,4%,-3%,3.0%
Cc1c(C(=O)N2CCC(C)CC2)oc2ccc3c(c12)C(O)CC1(CCCCC1)O3 (stereo not given),-2%,-0.9%,17%,4%,-16%,+,3.1*,-1%,-4%,1.0%
COc1ccc(C(C)NC(=O)c2ccc(Cl)cc2)cc1OC (stereo not given),-8%,-0.1%,10%,-16%,0%,i,0.6,-1%,-27%,-1.6%
CCOc1cc(S(=O)(=O)NCc2ccccc2)ccc1Br,-6%,-0.2%,4%,4%,7%,i,0.0,4%,-19%,-4.2%
C/C(=N/N=C1/NC(=O)CC(C(=O)Nc2ccccc2)S1)c1cccs1 (stereo not given),0%,3.6%,15%,-1%,8%,i,0.4,-2%,9%,7.6%
CCC(C)Sc1nc2c(c(=O)[nH]c(=O)n2C)n1CC(O)COc1ccccc1C (stereo not given),0%,-1.3%,0%,4%,-68%,i,0.7,-2%,-10%,3.0%
O=C(CCc1ccccc1)N/N=C/c1cccc([N+](=O)[O-])c1,-8%,-1.7%,12%,4%,-14%,i,0.5,3%,-29%,-2.0%
Cc1ccsc1C(=O)Nc1n[nH]c(C(F)(F)F)n1,1%,-1.8%,8%,-1%,32%,i,0.3,6%,-10%,-1.7%
CN(C)S(=O)(=O)n1cc(/C=C(\NC(=O)c2ccccc2F)C(=O)N2CCCC2)c2ccccc21,-6%,-0.7%,49%,1%,10%,i,1.4,-2%,7%,-2.7%
CCOC(=O)N1CCN(CC(O)c2c[nH]c3ccc(OC)cc23)CC1 (stereo not given),-5%,-0.3%,12%,2%,-14%,i,1.0,-2%,-1%,4.8%
CCN(CC(=O)NCCCn1ccnc1)S(=O)(=O)c1ccc(C)cc1,-8%,0.7%,20%,-1%,-38%,i,1.3,-1%,12%,4.3%
CC(C)C(C(=O)Nc1sc2c(c1C#N)CCCCC2)N1C(=O)c2ccccc2C1=O (stereo not given),-1%,1.7%,9%,-6%,-15%,i,1.3,3%,8%,2.3%
CCCNC(=O)CCCN1C(=O)c2ccccc2Sc2ncccc21,-6%,-0.2%,7%,-6%,-12%,i,1.1,-5%,13%,8.6%
COCCCNC(=O)/C=C/c1ccc(OCc2c(F)cccc2Cl)cc1,-4%,1.1%,21%,-3%,-4%,i,0.0,7%,-28%,-2.2%
CC1(C)C(Cl)C(=O)C(C(=O)c2ccccc2)C(=O)C1Cl (stereo not given),-3%,-0.3%,-5%,0%,-22%[20 µM],i,0.8,-1%,-17%,4.9%
c1ccc2c(c1)nc(N1CCOCC1)c1nnnn12,4%,5.4%,5%,-11%,-64%,i,3.9,-2%,8%,2.1%
CC(Sc1nc2c(cc1C#N)CCCCC2)C(=O)O (stereo not given),-5%,-1.1%,12%,-7%,9%,.,.,1%,-39%,3.4%
CCc1nc2nc(C)c(NS(=O)(=O)c3cccs3)c(=O)n2[nH]1,-8%,0.2%,-3%,7%,-50%,i,0.5,-3%,33%,4.3%

Rewritten with two lines to a compound: eleven of the compounds above
Values run as follows: LYP inhibition | HIV fusion peptide | HEK293 NOD2/NF-kB | PhoP inhibition | KOR beta-arrestin-1 | Myeloid diff MLP | Myeloid diff MLP GFP+ MAC1+ % | Siah-1 displacement | NOD1 inhibition | KOR beta-arrestin-2
> CC(C)(C)NC(=O)C1CCC(CNS(=O)(=O)c2cccc3nsnc23)CC1 (stereo not given)
  -10% | 0.0% | 15% | -4% | 6% | i | 1.1 | 4% | -3% | 3.0%
> Cc1c(C(=O)N2CCC(C)CC2)oc2ccc3c(c12)C(O)CC1(CCCCC1)O3 (stereo not given)
  -2% | -0.9% | 17% | 4% | -16% | + | 3.1* | -1% | -4% | 1.0%
> COc1ccc(C(C)NC(=O)c2ccc(Cl)cc2)cc1OC (stereo not given)
  -8% | -0.1% | 10% | -16% | 0% | i | 0.6 | -1% | -27% | -1.6%
> CCOc1cc(S(=O)(=O)NCc2ccccc2)ccc1Br
  -6% | -0.2% | 4% | 4% | 7% | i | 0.0 | 4% | -19% | -4.2%
> C/C(=N/N=C1/NC(=O)CC(C(=O)Nc2ccccc2)S1)c1cccs1 (stereo not given)
  0% | 3.6% | 15% | -1% | 8% | i | 0.4 | -2% | 9% | 7.6%
> CCC(C)Sc1nc2c(c(=O)[nH]c(=O)n2C)n1CC(O)COc1ccccc1C (stereo not given)
  0% | -1.3% | 0% | 4% | -68% | i | 0.7 | -2% | -10% | 3.0%
> O=C(CCc1ccccc1)N/N=C/c1cccc([N+](=O)[O-])c1
  -8% | -1.7% | 12% | 4% | -14% | i | 0.5 | 3% | -29% | -2.0%
> Cc1ccsc1C(=O)Nc1n[nH]c(C(F)(F)F)n1
  1% | -1.8% | 8% | -1% | 32% | i | 0.3 | 6% | -10% | -1.7%
> CN(C)S(=O)(=O)n1cc(/C=C(\NC(=O)c2ccccc2F)C(=O)N2CCCC2)c2ccccc21
  -6% | -0.7% | 49% | 1% | 10% | i | 1.4 | -2% | 7% | -2.7%
> CCOC(=O)N1CCN(CC(O)c2c[nH]c3ccc(OC)cc23)CC1 (stereo not given)
  -5% | -0.3% | 12% | 2% | -14% | i | 1.0 | -2% | -1% | 4.8%
> CCN(CC(=O)NCCCn1ccnc1)S(=O)(=O)c1ccc(C)cc1
  -8% | 0.7% | 20% | -1% | -38% | i | 1.3 | -1% | 12% | 4.3%

Following part:
SMILES,LYP inhibition,HIV fusion peptide,HEK293 NOD2/NF-kB,PhoP inhibition,KOR beta-arrestin-1,Myeloid diff MLP,Myeloid diff MLP GFP+ MAC1+ %,Siah-1 displacement,NOD1 inhibition,KOR beta-arrestin-2
COc1ccc(N2CCN(C(=O)NC34CC5CC(CC(C5)C3)C4)CC2)cc1,-3%,3.5%,11%,7%,-18%,i,0.4,1%,-4%,6.7%
CSc1nc(-c2ccccc2)cc(C(F)(F)F)c1C#N,2%,1.2%,6%,2%,16%,i,0.6,-1%,-22%,4.8%
Cc1ccc2oc(-c3ccc(NC(=O)c4ccncc4)cc3O)nc2c1,-13%,-1.2%,9%,1%,-75%,+,0.4*,-2%,-36%,0.0%
O=C(OCC(=O)N1CCc2ccccc21)c1cccnc1Cl,1%,1.1%,-25%,7%,-12%,i,8.2,2%,-37%,-0.9%
O=C1Cc2cc(S(=O)(=O)N3CCN(c4cccc(Cl)c4)CC3)ccc2N1,-10%,1.0%,9%,.,-12%[20 µM],i,3.4,-2%,-14%,-4.9%
Cc1ccc(S(=O)(=O)N2CCCC2)cc1C(=O)NC1CCCCC1,-6%,-0.6%,2%,8%,-29%,i,0.4,-3%,-27%,3.4%
O=C(Cn1c(CCCO)nc2ccccc21)Nc1ccccc1-c1ccccc1,-8%,-0.3%,-4%,0%,.,i,0.2,1%,-31%,.
O=C(Nc1cccc([N+](=O)[O-])c1)Nc1ccc2c(c1)CCC2,-6%,-0.3%,-36%,-2%,16%,i,1.2,7%,-37%,1.1%
COc1ccc(C(=O)/C=C/Nc2cccc(O)c2)cc1,-6%,-0.6%,-236%,24%,-28%,i,2.0,0%,33%,1.2%
CC(=O)c1ccc(N2CCN(C(=O)C3CCCN(S(=O)(=O)c4cnc[nH]4)C3)CC2)cc1 (stereo not given),-7%,0.3%,8%,5%,-8%,i,0.9,-2%,5%,4.9%
Fc1cccc(/C=N/Nc2nncc3ccccc23)c1,-2%,-2.4%,-158%,4%,20%,i,0.2,9%,-4%,-5.6%
O=C(O)c1cc(Cl)c(Cl)cc1C(=O)NCc1ccco1,-10%,-1.7%,14%,-7%,-8%,i,0.8,6%,21%,4.4%
O=C(N/N=C/c1cc(Cl)ccc1O)C(=O)Nc1ccccc1OC(F)(F)C(F)F,0%,5.2%,42%,-9%,-58%,?,.,14%,-20%,-3.6%
Cc1nnc(SCC(=O)Nc2sccc2C#N)s1,-8%,5.7%,-2%,5%,2%,i,1.3,16%,-5%,4.2%
COc1cccc(NC(=O)CNC(=O)c2ccc(C)cc2)c1,-4%,-0.4%,-10%,6%,12%[20 µM],i,0.4,0%,-20%,-3.7%
COc1ccc(OC)c(N(C(=O)c2ccco2)C(C(=O)NC2CCCC2)c2ccc(N3CCOCC3)cc2)c1 (stereo not given),-9%,1.3%,8%,4%,-4%,i,0.6,12%,-34%,-4.0%
CSc1nc(SCCN(C)C)c2c3c(sc2n1)COC(C)(C)C3,-4%,1.4%,15%,-10%,-20%,i,0.6,8%,-6%,-0.3%
Cc1c(C(=O)N2CCN(c3ccc(F)cc3)CC2)oc2c1C(=O)CCC2,1%,-1.2%,14%,-6%,-41%,i,3.2,4%,-21%,-4.1%
CCn1cc([N+](=O)[O-])c(C(=O)Nc2c(C)nn(Cc3cccc(F)c3)c2C)n1,-1%,1.6%,14%,-8%,-10%,i,0.3,10%,-24%,0.0%
COc1ccc(S(=O)(=O)N2CCN(C)CC2)cc1Br,-12%,2.0%,10%,-5%,20%,i,0.2,6%,10%,6.1%

The list goes on.
SMILES,LYP inhibition,HIV fusion peptide,HEK293 NOD2/NF-kB,PhoP inhibition,KOR beta-arrestin-1,Myeloid diff MLP,Myeloid diff MLP GFP+ MAC1+ %,Siah-1 displacement,NOD1 inhibition,KOR beta-arrestin-2
COc1cc(/C=N/n2c(-c3n[nH]c4c3CCC4)n[nH]c2=S)ccc1O,-2%,-0.3%,15%,-5%,14%,i,0.2,11%,-1%,2.1%
NC(=O)N1CCCC1C(=O)Nc1ccc(Cl)c(Cl)c1 (stereo not given),-9%,0.2%,12%,-12%,-40%,i,0.7,-2%,-6%,-3.1%
Cc1c(Cl)cccc1Nc1nc(NCCO)c2ccccc2n1,-4%,0.5%,-22%,18%,-37%,i,0.1,6%,-14%,-1.0%
CC1CN(C(=O)COC(=O)c2cccs2)CC(C)O1 (stereo not given),-8%,-1.4%,9%,-3%,35%,i,1.3,1%,-12%,-1.0%
CCOC(=O)N1CCC(NC(=O)CS(=O)Cc2nc(-c3ccccc3C)oc2C)CC1 (stereo not given),-3%,0.8%,11%,3%,-30%,i,1.3,9%,-4%,2.8%

Screens from PubChem.
